Screening data deposited in PubChem BioAssay by National Center for Advancing Translational Sciences (NCATS).
AMA1 RON2 block: qHTS for Inhibitors of AMA1-RON; Towards Development of Antimalarial Drug Lead: Primary Screen | Plasmodium falciparum AMA1 (3D7) - RON2 peptide interaction | AlphaScreen AMA1-biotinylated RON2 peptide binding | Potency, µM (titrated, usually from 58.2 µM), for inactives: at the highest dose activity change, negative = inhibition, hits mostly inhibitors | 360,000 compounds, 0.2% hits | AID 720542, 2013;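 further: potency means the concentration at half of the fitted maximal effect; 0% = vehicle wells and -100% = peptide control; nearly all actives have a fitted effect of over 45% in size; some results filed as inactive show a strong effect at the top dose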
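AMA1 (3D7) with his tag at 25 nM final met compounds first, then biotinylated RON2 peptide at 25 nM; detection used donor plus acceptor beads, 10 µg/mL apiece, read by AlphaScreen after 30 min at room temperature.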
HCV inhibitor: qHTS Assay for Inhibitors of Hepatitis C Virus (HCV) | Huh7.5.1 HCVcc-Cre infection, luciferase reporter, 44 h | Potency, µM (highest dose often 41.8 µM), without a hit: at the highest dose activity change, negative = inhibition, hits mostly inhibitors | 340,000 compounds, 3.4% hits; further: potency means the concentration at half of the fitted maximal effect
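1,000 cells/well; 4 h culture; + compound; + HCVcc-Cre (~0.5 moi); 44 h; luciferase substrate, RT 15 min; read 15 sec.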
Giardia FBPA inh: qHTS Assay for Inhibitors of Fructose-1,6-bisphosphate Aldolase from Giardia Lamblia. Potency, µM (titrated, usually from 59.6 µM), without a hit: top-dose activity, negative = inhibition, most hits filed as inhibitors. AID 2451, 2010. purified Giardia FBPA. 290,000 compounds, 0.71% hits. A8B2U2; further: potency means the concentration at half of the fitted maximal effect; nearly all actives have a fitted effect of over 55% in size
Target sequence (A8B2U2 whole entry, looked up): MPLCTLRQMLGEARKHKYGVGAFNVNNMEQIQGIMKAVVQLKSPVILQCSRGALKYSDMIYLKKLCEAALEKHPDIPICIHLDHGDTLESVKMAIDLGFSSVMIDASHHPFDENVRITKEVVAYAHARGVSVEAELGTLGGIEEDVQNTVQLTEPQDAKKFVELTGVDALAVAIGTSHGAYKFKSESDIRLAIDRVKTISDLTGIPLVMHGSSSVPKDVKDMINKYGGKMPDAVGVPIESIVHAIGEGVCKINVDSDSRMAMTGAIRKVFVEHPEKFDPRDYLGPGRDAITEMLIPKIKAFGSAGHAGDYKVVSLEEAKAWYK
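Giardia FBPA (40 nM reagent) was preincubated 10 min at RT with compound (up to 57.5 uM final), then substrate plus GAPDH/TPI/NAD/arsenate coupling system with diaphorase/resazurin was added; resorufin fluorescence (525/598 nm) was read after 20 min.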
HCMV antiviral: qHTS Assay for inhibitors of the human cytomegalovirus (HCMV) | AID 1259415, 2018 | 410,000 compounds, 4.5% hits | activity change, negative = inhibition, % at 57.5 µM | HFF cells, HCMV-luciferase reporter, 72 h; stronger effect = lower value; in the data active means activity change below about -60%; inconclusive means no clear call, values can overlap the other calls; inactive means above about -39%
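Screen run at 2 compound doses on HFFs infected with reporter HCMV, MOI 1 PFU/cell. Luciferase activity from cell lysates at 72 h post infection gave inhibition relative to buffer-only and Salinomycin wells.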
AmpC inh detg: qHTS Inhibitors of AmpC Beta-Lactamase (assay with detergent). P00811. AmpC hydrolysis of nitrocefin, absorbance 480 nm, 0.01% Triton. Potency, µM (series often up to 114 µM), for the others: top-dose activity change, negative = inhibition, most hits filed as inhibitors. 370,000 compounds, 0.041% hits. AID 485294, 2010;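 further: potency means the concentration at half of the fitted maximal effect; 0% = no-compound wells and -100% = no-enzyme wells; nearly all actives have a fitted effect of over 25% in size; some results filed as inactive show a strong effect at the top dose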
Target sequence (P00811 whole entry, looked up): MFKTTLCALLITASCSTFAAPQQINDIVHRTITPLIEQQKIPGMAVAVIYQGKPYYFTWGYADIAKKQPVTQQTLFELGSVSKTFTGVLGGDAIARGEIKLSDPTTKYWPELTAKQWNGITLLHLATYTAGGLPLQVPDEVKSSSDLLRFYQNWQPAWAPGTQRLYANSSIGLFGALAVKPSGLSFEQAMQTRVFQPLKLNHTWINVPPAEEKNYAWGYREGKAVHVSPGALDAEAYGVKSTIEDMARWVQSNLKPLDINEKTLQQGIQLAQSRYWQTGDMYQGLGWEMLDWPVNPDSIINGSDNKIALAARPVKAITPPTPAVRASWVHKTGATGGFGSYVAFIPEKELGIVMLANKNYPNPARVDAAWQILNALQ
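AmpC (5.3 nM in the dispensed reagent) in 20 mM phosphate pH 7.0 with 0.01% (detergent screen) or 0.0001% Triton X-100 was preincubated with compounds for 15 min at room temperature. Nitrocefin was then added from an 800 uM solution, and hydrolysis was followed at 480 nm.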
Sm TGR inh: qHTS Assay for the Inhibitors of Schistosoma Mansoni Peroxiredoxins | Schistosoma mansoni thioredoxin glutathione reductase (TGR), Q962Y6 | purified TGR, DTNB reduction, TNB absorbance 405 nm | Potency, µM (highest dose often 114 µM), inactives show at the top dose activity change, negative = inhibition, most hits filed as inhibitors | 360,000 compounds, 3% hits; further: potency means the concentration at half of the fitted maximal effect; nearly all actives have a fitted effect of over 60% in size
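TGR 20 nM + NADPH 100 uM (dispensed conc.), cpd preinc 15 min RT; start with NADPH (500 uM addition) then DTNB (15 mM addition). Kinetic TNB absorbance, 405 nm filter. Four-parameter Hill fit across titration.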
* = called active by the depositor; ? = inconclusive; / = no result given; [ ] = remark or other dose. Unless noted, the call rests on the fitted dose curve; in most records, active means well fitted curve in the direction sought with a large enough effect; inconclusive means small, poorly fitted or top-dose-only effect, or another doubt; inactive means no such curve, though single readings can be large; an effect the other way counts as inactive or inconclusive. Unless noted, on the % scale 0 is the no-effect control and ±100 the full control effect.

SMILES | AMA1 RON2 block | HCV inhibitor | Giardia FBPA inh | HCMV antiviral | AmpC inh detg | Sm TGR inh
Nc1ccc(C(=O)OCC(=O)NC2CC2)cc1[N+](=O)[O-] | -2% | 12% | 5% | -24 | -6% | 8%
CCCSc1nc2cc(C)c(C)cc2n1CC(C)O (configuration not stated) | 6% | -11% | ? | -11 | -3% | 1%
Cc1ccc(C2c3[nH]c4ccccc4c3CCN2C(=O)CSc2ccccc2)cc1 (configuration not stated) | / | / | / | -30 | 1% | 2%
COc1ccc(CCNC(=O)Cn2c(=O)n(-c3cc(OC)c(OC)c(OC)c3)c(=O)c3ccccc32)cc1OC | / | / | / | 7 | 3% | 1%
Cc1ccc(S(=O)(=O)N2CCC(=O)N(CCOC(=O)NCc3ccccc3)CC2)cc1 | 0% | -1%[8.37 µM] | -1% | 14 | -16% | 0%
CCc1ccc(NC(=O)C2CCN(S(=O)(=O)c3c(C)noc3/C=C\c3ccc(OC)cc3)CC2)cc1 | / | / | / | -32 | 3% | 10%
CC(C)C[C@@]12C(=O)N(c3cccc(Br)c3)C(=O)N1[C@H](c1ccc(F)cc1)[C@@H]1C(=O)N(C3CCCCC3)C(=O)[C@@H]12 | -10% | 4% | / | 11 | 5% | 5%
Cc1ccccc1N1C(=O)C(Oc2ccc(Cl)cc2)C1CNCCCOC(C)C (configuration not stated) | -15% | -15% | -9% | -24 | -3% | -12%
Cc1cccc(C)c1NC(=O)COC(=O)c1ccccc1[N+](=O)[O-] | 21% | 11% | -1% | -28 | -10% | -9%
C=CCNC(N)=S | -1% | 15% | / | 4 | -11% | 0%
CCN(CC)S(=O)(=O)c1ccc(N2CCOCC2)c(NC(=O)C(C)(C)C)c1 | 1% | 2% | 5% | 22 | 2% | 0%
O=C(O)CSCC(=O)N1CCN(c2ccnc3cc(Cl)ccc23)CC1 | 6% | -10% | 14% | / | -9% | -7%
O=C(Cc1cc(=O)oc2cc(O)ccc12)NC(Cc1ccc(Cl)cc1)C(=O)O (configuration not stated) | -2% | 14% | 4% | 16 | 4% | 0%
COc1cc(/C=C(\NC(C)=O)C(=O)O)cc(OC)c1OC | 1% | 11% | 0% | 0 | -4% | -21%
CCOC(=O)N1CCN(Cc2nnc(-c3cccc(Br)c3)o2)CC1 | -1% | 3% | -2% | -1 | -4% | -10%
Cn1nnnc1SCc1ccc(C(=O)Nc2ccccc2F)cc1 | 3% | -4% | 1% | 46 | -1% | 3%
O=C1CCSc2cccc3cccc(c23)N1 | ? | 14% | -27% | 4 | -1% | 4%
OCC[C@H]1C[C@@H](O)[C@H](O)[C@@]2(CCc3ccccc3O2)O1 | 0% | 6% | / | 13 | -13% | -18%
Cc1cc(C)c(C#N)c(Sc2ccccc2N)n1 | -4% | ? | 0% | 33 | ? | ?
CCCC(=O)NCn1nnc(-c2ccc(Cl)cc2)n1 | -14% | -3% | 3% | -15 | 7% | 10%
COC(=O)c1cccc(NC(=O)c2ccccc2)c1 | 1% | -2% | -1% | 28 | -1% | 14%
O=C(CSc1nc2[nH]ncc2c(=O)[nH]1)Nc1cccc(Cl)c1 | 9% | -9% | / | -2 | -13% | 4%
O=C(c1cccnc1)N1CCN(C(=O)c2ccccc2F)CC1 | -3% | 8% | 0% | -7 | ? | -6%
CCCCCCn1nc(C(=O)OCC(=O)NC2CCS(=O)(=O)C2)c2ccccc2c1=O (configuration not stated) | 36%[activator] | 10% | 10% | 16 | ? | 0%
Cc1ccc(S(=O)(=O)/C(C#N)=C/c2c(N3CCOCC3)nc3c(C)cccn3c2=O)cc1 | -8% | 2% | -10% | 31 | -6% | 0%
COc1ccc(/C=C/C(=O)Nc2ccccc2C(F)(F)F)cc1OC | 18% | -5% | 0% | 4 | -4% | 0%
COc1ccc(CCN2C(=O)C3C4CC(C5C(C(=O)NN)=NOC45)C3C2=O)cc1OC (configuration not stated) | 27% | 16% | -4% | -21 | -2% | -3%
O=C1N=C(N2CCN(c3cccc4ccccc34)CC2)S/C1=C/c1cccs1 | -8% | 7% | -12% | 12 | -6% | 4%
CS(=O)c1ccccc1-c1nc(-c2ccc(Cl)cc2)no1 (configuration not stated) | -10% | ? | -16% | -38 | -9% | 9%
CCC1(c2ccccc2)NC(=O)N(CC(=O)N(C)CC(=O)Nc2cccc(F)c2)C1=O (configuration not stated) | 3% | 18% | -6% | 27 | -1% | -4%
COC(=O)c1scc(C)c1NC(=O)c1ccccc1F | -8% | -11% | 16% | 4 | -6% | 9%
Cc1noc(C)c1C(=O)OCC(=O)Nc1ccc(N2CCOCC2)cc1 | 18% | 6% | / | -8 | / | /
C=CCOC(=O)C1=C(C)N=C2SCCC(=O)N2C1c1ccc(OC(=O)c2ccco2)cc1 (configuration not stated) | -19% | -26% | -2% | 68 | ? | 2%
O=C(O)COc1ccc(C(=O)Cc2ccc3c(c2)OCCCO3)c(O)c1 | 13% | 3% | 15% | 12 | -15% | ?
COC(=O)c1ccc(Cn2cc([N+](=O)[O-])cn2)cc1 | -5% | -3% | -1% | -27 | -10% | 0%
O=C(CSc1nc2ccccc2[nH]1)NC(=O)NCc1ccco1 | 7% | ? | -4% | 27 | 0% | -33%
C=C(Br)Cn1c(CCC)nc2ccccc21 | -7% | 5% | 1% | -14 | ? | 0%
Cn1c(SCC(=O)OCC(=O)c2ccccc2)nnc1-c1cccs1 | -3% | 3% | -5% | -16 | 4% | 3%
O=C(Nc1nccs1)c1ccc(-c2ccc(Cl)cc2Cl)o1 | 1% | -4% | 7% | -2 | 8% | -2%
O=C(C[n+]1cc(-c2ccccc2)n2c1CCC2)OCc1ccccc1 | -1% | 17% | 0% | -6 | -2% | 0%
Cc1cc(Cl)ccc1OCC(=O)Nc1ccccc1N1CCOCC1 | 0% | ? | -6% | ? | -3% | 8%
O=C(NC1CCCCC1)c1ccc(Cn2c(SCc3ccccc3)nc3cccnc32)cc1 | / | / | / | 13 | 12% | 3%
Nc1nnc(SCc2cccc(C(F)(F)F)c2)s1 | -14% | ? | 0% | 22 | -12% | -16%
O=C(c1ccc(Br)s1)N1CCCC1 | -10% | ? | 1% | 45 | -2% | -3%
O=C(Cc1cccs1)N1CCN=C1SCc1ccc(F)cc1 | -1% | -3% | -14% | -3 | 3% | -2%
CC(Sc1nc(N)cc(=O)[nH]1)C(=O)NCC(=O)Nc1ccc(F)c(F)c1F (configuration not stated) | 11% | -5% | / | 30 | 2% | 0%
O=C(CCSc1ccccc1Cl)Nc1cccc([N+](=O)[O-])c1 | -2% | ? | -5% | 13 | 2% | -3%
COc1ccc(S(=O)(=O)NCc2c(-c3ccccc3)noc2C)c(OC)c1 | -1% | 3% | -1% | -5 | 3% | 10%
CCC(C(=O)NNC(=O)c1cnccn1)c1ccccc1 (configuration not stated) | 82%[activator] | 6% | 2% | -29 | -12% | -1%
Cc1cc2c(cc1S(=O)(=O)CCC(=O)Nc1cccc(C(F)(F)F)c1)OCC(=O)N2 | 1% | 5% | / | 0 | 1% | -22%
CC(=O)Nc1ccc(NC(=O)CC2Nc3cccc4cccc(c34)NC2=O)cc1 (configuration not stated) | -4% | 7% | -23% | 10 | -2% | ?
COc1ccc(CC(=O)NNS(=O)(=O)c2ccc(F)cc2)cc1OC | 1% | 3% | -1% | -10 | 3% | 10%
CN(C)CCCC1Sc2ccccc2Sc2ccccc21 (configuration not stated) | -9% | 16µM* | / | -8 | / | /
CC(C)S(=O)(=O)N1CCCC(C(=O)c2cccc(Cl)c2)C1 (configuration not stated) | -9% | -23% | -1% | 43 | 5% | 0%
CNC1(C(N)=O)CCNCC1 | 14% | 3% | 7% | -27 | ? | -18%
CCc1ccc(NC(=O)CC2C(=O)N(c3cccc(C)c3)C(=O)N2Cc2cccs2)cc1 (configuration not stated) | / | / | / | ? | -2% | 0%
NC(N)=NS(=O)(=O)c1ccc(NC(=S)NC(=O)/C=C/c2cccs2)cc1 | 0% | 12% | 0% | -25 | 2% | 1%
CC12CCC(C(=O)OC3CCCCC3)(OC1=O)C2(C)C (configuration not stated) | -3% | 24% | 2% | -25 | -13% | 12%
COc1ccc(C(=O)NCCSCc2ccccc2)cc1OC | -2% | ? | 10% | 0 | 7% | ?
Cc1ccc(S(=O)(=O)N2CC3(C)CN(S(=O)(=O)c4ccc(C)cc4)CC(C)(C2)C3=O)cc1 | 14% | ? | 0% | 14 | 0% | 5%

A second format for some results above.
CN(C)CCCC1Sc2ccccc2Sc2ccccc21 (configuration not stated)
  AMA1 RON2 block: -9%; HCV inhibitor: 16µM*; Giardia FBPA inh: /; HCMV antiviral: -8; AmpC inh detg: /; Sm TGR inh: /

CC(C)S(=O)(=O)N1CCCC(C(=O)c2cccc(Cl)c2)C1 (configuration not stated)
  AMA1 RON2 block: -9%; HCV inhibitor: -23%; Giardia FBPA inh: -1%; HCMV antiviral: 43; AmpC inh detg: 5%; Sm TGR inh: 0%

CNC1(C(N)=O)CCNCC1
  AMA1 RON2 block: 14%; HCV inhibitor: 3%; Giardia FBPA inh: 7%; HCMV antiviral: -27; AmpC inh detg: ?; Sm TGR inh: -18%

CCc1ccc(NC(=O)CC2C(=O)N(c3cccc(C)c3)C(=O)N2Cc2cccs2)cc1 (configuration not stated)
  AMA1 RON2 block: /; HCV inhibitor: /; Giardia FBPA inh: /; HCMV antiviral: ?; AmpC inh detg: -2%; Sm TGR inh: 0%

(list continues)
SMILES | AMA1 RON2 block | HCV inhibitor | Giardia FBPA inh | HCMV antiviral | AmpC inh detg | Sm TGR inh
CCCCN1C(=O)CN(C2CCCCCC2)C(=O)C1c1ccc(OCCC)c(OC)c1 (configuration not stated) | / | / | / | -15 | 0% | -1%
CCCCNCc1cc2ccccc2o1 | -14% | 16% | -4% | ? | -5% | 13%
COc1cc(C(C)=O)ccc1COc1ccc(C(=O)OCC(=O)NC2CCS(=O)(=O)C2)cc1OC (configuration not stated) | -10%[2.32 µM] | -27% | 2% | -25 | -3% | -6%
Nc1c(Cl)cc(N=Nc2ccccc2)cc1Cl | ? | ? | / | 51 | / | /
CCOC(=O)Nc1ccc(S(=O)(=O)N2CCOCC2)cc1 | 20% | 2% | 12% | -5 | 3% | -13%
CC(O)[C@H](NC(=O)C1CCN(C(=O)[C@H](Cc2ccccc2)NC(=O)OC(C)(C)C)CC1)C(=O)O (some centres not stated) | 12% | 9% | -21% | -25 | -5% | 0%
Cc1cccc(-n2cc(CN3CCN(C(=O)c4ncn[nH]4)CC3)c(-c3cccc(F)c3)n2)c1 | 44%[activator] | -8% | 1% | -16 | 7% | 3%
